Assay outcomes (PubChem)
HCV inh – inhibitors of hepatitis C virus infection; Huh7.5.1 HCVcc-Cre infection, luciferase reporter, 44 h; Potency, µM (titrated, usually from 41.8 µM), inactives show at the highest dose activity change, negative = inhibition, most hits filed as inhibitors; actives 3.4% (n = 340,000); AID 651820
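1,000 cells/well; 4 h culture; + compound; + HCVcc-Cre (~0.5 moi); 44 h; luciferase substrate, RT 15 min; read 15 sec.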
TbPYK inhibitor – T. brucei pyruvate kinase inhibition; Q57TT1; actives 0.12% (n = 410,000); TbPYK enzyme, Kinase-Glo Plus ATP luminescence, 45 min; Potency, µM (top dose mostly 76.8 µM), for inactives: at the highest dose activity, negative = inhibition, usual class: inhibitors; also: nearly all actives have a fitted effect of over 50% in size
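Quantitative HTS: titrated library compounds versus trypanosomal pyruvate kinase in TEA buffer (pH 7.2) containing KCl, MgCl2, BSA and Tween-20. Reactions were initiated with ADP, 130 uM final. Kinase-Glo Plus luminescence was read after 45 min at RT.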
Sm TGR block – inhibitors of Schistosoma mansoni thioredoxin glutathione reductase | AID 485364 | Potency, µM (top dose mostly 114 µM), without a hit: at the top dose activity change, negative = inhibition, hits mostly inhibitors | purified TGR, DTNB reduction, TNB absorbance 405 nm | actives 3% (n = 360,000); also: nearly all actives have a fitted effect of over 60% in size
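First, TGR (20 nM dispensed) and NADPH were mixed with compound. Second, a 15 min room-temperature incubation followed. Third, further NADPH and then DTNB were added to start the reaction. Finally, TNB absorbance was monitored kinetically.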
Pf growth 48h – inhibits P. falciparum growth in the first generation, 48 h; P. falciparum luciferase growth in erythrocytes, 48 h; Potency, µM (series often up to 28.7 µM), inactives show at the top dose activity change, negative = inhibition, hits mostly inhibitors; actives 5.9% (n = 310,000)
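Compounds are pin-transferred into medium, infected erythrocytes (2% hematocrit, 0.1% parasitemia final) are added, and plates sit one parasite generation at 37 C in 5% CO2. Detection reagent is then added and luminescence measured.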
LmPK inhibitor – inhibitors of Leishmania mexicana pyruvate kinase; AID 1721; purified LmPK, Kinase-Glo ATP luminescence, 1 h; actives 0.37% (n = 290,000); Q27686; Potency, µM (highest dose often 57.5 µM), without a hit: top-dose activity change, negative = inhibition, actives largely listed as inhibitors
Target sequence (Q27686 whole entry, looked up): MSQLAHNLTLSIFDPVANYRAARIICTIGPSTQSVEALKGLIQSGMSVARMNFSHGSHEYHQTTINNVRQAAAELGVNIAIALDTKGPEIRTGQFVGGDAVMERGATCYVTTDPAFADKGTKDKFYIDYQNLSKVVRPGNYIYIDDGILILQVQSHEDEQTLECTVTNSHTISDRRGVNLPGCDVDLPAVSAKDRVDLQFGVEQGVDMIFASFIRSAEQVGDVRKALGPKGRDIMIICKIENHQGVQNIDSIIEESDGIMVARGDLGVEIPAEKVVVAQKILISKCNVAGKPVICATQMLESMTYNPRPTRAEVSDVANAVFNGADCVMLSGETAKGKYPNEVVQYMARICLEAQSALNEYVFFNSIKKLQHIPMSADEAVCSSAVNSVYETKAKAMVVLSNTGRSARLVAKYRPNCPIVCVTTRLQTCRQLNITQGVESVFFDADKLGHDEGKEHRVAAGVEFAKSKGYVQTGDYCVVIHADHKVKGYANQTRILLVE
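Kinase-Glo luminescence read after 1 h RT reaction of 0.1 nM LmPK with 0.5 mM PEP and 0.1 mM ADP. Activity scaled between uninhibited and enzyme-free controls.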
Pf growth 96h – inhibits malaria parasite growth, 96 h; P. falciparum luciferase reporter growth, 96 h; Potency, µM (top dose mostly 28.7 µM), for inactives: at the highest dose activity change, negative = inhibition, actives largely listed as inhibitors; actives 6.9% (n = 320,000); AID 504834
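Erythrocytes infected with luciferase-expressing P. falciparum were dispensed at 2% hematocrit and 0.05% parasitemia (final), then incubated with compounds 96 hours at 37 C in 5% CO2. Luminescence after detection reagent addition reported growth.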
* hit, by the source's call; ? = inconclusive; . = not tested or not shown; & = joins results of further samples; [ ] = dose if it differs, or a comment. Calls follow the shape of the dose curve; as a rule, active = well fitted curve in the direction sought with a large enough effect; inconclusive = small, poorly fitted or top-dose-only effect, or another doubt; inactive = no such curve, though single readings can be large; an effect the other way counts as inactive or inconclusive. % is scaled to controls: 0 for no effect and ±100 for the full control effect; potency is read from the fitted curve at half-maximal effect. Outcome played no part in choosing rows. Share with any hit: about 16%.

Structure | HCV inh | TbPYK inhibitor | Sm TGR block | Pf growth 48h | LmPK inhibitor | Pf growth 96h
O=S(=O)(NCc1ccccc1Br)c1cccs1 | -29% | 0% | -19% | 27% | -3% | ?
CCC(C)[C@H](NC(=O)NCc1cccc(OC)c1)C(=O)OC (stereo not given in full) | 14% | -8% | 7% | 48%[activator] | 2% | 21%
COCCn1c(SCC(=O)Nc2ccc(F)cc2F)nc2c([nH]c3ccccc32)c1=O | -6% | -1% | -22% | -13% | -4% | 5%
O=C(CC1CCCCC1)NCc1ccccc1Cl | -10% | -7% | 1% | 163%[activator] | -2% | ?
Cc1oc(-c2ccc(Cl)cc2)nc1CS(=O)CC(=O)NCCN1CCCC1 (stereo not given) | -24% | 7% | 2% | . | 0% | ?
CCO[C@@H]1OC(C(=O)NCc2nc3ccccc3[nH]2)=C[C@H](C2CC2)[C@H]1CCCO | ? | 11% | 3% | ? | 7% | -13%
COCCNC(=O)Cn1cc(S(=O)(=O)N2CCN(c3ccccc3F)CC2)c2ccccc2c1=O | 0% | 0% | -2% | -1% | -3% | 390%
COc1ccc(NC(=O)CN2CCN(S(=O)(=O)c3ccc(Br)cc3)CC2)c(OC)c1 | -7% | -3% | -12% | -17% | -9% | -2%
CCCOc1cccc(C(=O)Nc2nnn(CCC)n2)c1 | ? | -2% | 11% | . | 16% | 4.7µM*
O=C(CN1C(=O)C2CC=CCC2C1=O)Nc1ccc(F)cc1F (stereo not given) | 7% | -1% | -3% | -10% | . | 5%
O=S(=O)(NCc1ccc2c(c1)OCO2)c1cccc2nsnc12 | 7% | 5% | 0% | 6% | 0% | 45%[activator]
Clc1cc(Cl)cc(Nc2ncnc(-n3cccc3)n2)c1 | -17% | 0% | -7% | ? | 1% | ?

A second format for some results above:
Results follow in this order: HCV inh	TbPYK inhibitor	Sm TGR block	Pf growth 48h	LmPK inhibitor	Pf growth 96h
- Cc1oc(-c2ccc(Cl)cc2)nc1CS(=O)CC(=O)NCCN1CCCC1 (stereo not given)
    -24%	7%	2%	.	0%	?
- CCO[C@@H]1OC(C(=O)NCc2nc3ccccc3[nH]2)=C[C@H](C2CC2)[C@H]1CCCO
    ?	11%	3%	?	7%	-13%
- O=S(=O)(NCc1ccccc1Br)c1cccs1
    -29%	0%	-19%	27%	-3%	?
- COc1ccc(NC(=O)CN2CCN(S(=O)(=O)c3ccc(Br)cc3)CC2)c(OC)c1
    -7%	-3%	-12%	-17%	-9%	-2%

Additional compounds follow.
Structure | HCV inh | TbPYK inhibitor | Sm TGR block | Pf growth 48h | LmPK inhibitor | Pf growth 96h
O=C(c1cc(-c2ccc(Cl)c(Cl)c2)on1)N1CCCCCC1 | 6% | 2% | -13% | 245%[activator] | 0% | 266%[activator]
CCOC(=O)c1cc(-c2nnc(-c3ccc(Oc4ccccc4)cc3)o2)c(C)nc1C | 8%&4% | -1% | -4% | 14% | -2% | ?
COc1ccc(/C(O)=C2/C(=O)C(=O)N(CCCC(=O)O)C2c2ccc(OC)c(OC)c2)cc1 (stereo not given) | 19% | -7% | 3% | 42%[activator] | -1% | ?
Cc1cc(C)nc(N(C#N)S(=O)(=O)c2ccccc2)n1 | 3% | -3% | 4% | 13% | -2% | 28%
Cc1cc(C)nc(-n2ncc3c2CC(c2ccccc2C)CC3=O)n1 (stereo not given) | -2% | -1% | 0% | ? | 3% | 5.2µM*
Cc1ccc(Nc2nc(N)nc(CSc3nnc(-c4ccncc4)o3)n2)cc1 | 12% | -2% | 9% | 15% | 1% | .
OCCOCCN1CCN(C(=S)Nc2ccccc2)CC1 | 32%[activator] | -6% | . | 8% | -1% | 27%
CN(CC(=O)Nc1nc2ccccc2s1)S(=O)(=O)c1ccc(Cl)cc1 | ? | -3% | -22% | . | 9% | -22%
CCn1c(CNC(=O)COc2ccc(C(C)C)cc2)nnc1SCC(=O)Nc1cc(F)ccc1C | -22% | -8% | -24% | ? | 0% | ?
Cc1ccc(OCC(=O)Oc2ccc(C)c(C)c2)cc1 | -3% | 4% | 0% | 14% | 0% | ?
CCN=C(NCC)SC1CC(=O)N(c2ccc(OC)cc2)C1=O (stereo not given) | 10% | -7% | -7% | . | 3% | 17%
CCCCN1C(=O)/C(=C/C=C2/CC(C)(C)CN2C)SC1=S | 7% | -15% | -32% | 12% | -1% | ?
COc1cc(C#N)ccc1OC(=O)c1cccc(S(=O)(=O)N2CCN(C)CC2)c1 | 4% | 3% | -23% | 6% | . | 58%[activator]
CCC(=O)c1ccc(OCC(O)CN2CCN(c3cccc(C(F)(F)F)c3)CC2)cc1 (stereo not given) | ? | -1% | 0% | ? | 9% | .
O=C(Cn1ncc2ccccc21)N1CCN(c2cccc(C(F)(F)F)c2)CC1 | 0% | 2% | 0% | -25% | 0% | 14%
COC(=O)Cc1ccc(NC(=S)NNC(=O)c2ccccc2Br)cc1 | 1% | -19% | 10% | 20% | -1% | ?
O=C(COC(=O)C1CCC1)Nc1ccccc1Sc1ccccc1 | 32%[activator] | 12% | 9% | 9% | -2% | 28%
CC(C)C(=O)Nc1nc(-c2ccc([N+](=O)[O-])cc2)cs1 | ? | -3% | 1% | 35%[activator] | 1% | 91%[activator]
CCc1cccc(NC(=O)CCCn2nc(C)c3c(C)n(-c4ccccc4)nc3c2=O)c1 | -18% | -8% | 5% | 1% | 2% | ?
On1onc2c3cc(-c4ccccc4)nc3ccc21 | 2.2µM* | -2% | 2% | ? | -4% | .
CC(C)(O)C#Cc1ccc(C(=O)NCc2cccs2)s1 | 1% | 11% | 0% | 17% | -1% | 9.3µM*
O=C(Nc1cccc(-c2nc3ccccc3s2)c1)c1ccc2c(c1)OCO2 | -8% | 0% | 5% | 65%[activator] | 1% | 42%[activator]
O=C(COC(=O)CNS(=O)(=O)/C=C/c1ccccc1)Nc1cccc2ccccc12 | 10% | 5% | . | 4% | 0% | 1%
NNC(=O)CCCCCCCCCCOCCCCO | 20% | 2% | 11% | ? | 4% | ?
COc1ccc(C2C(C(=O)c3ccco3)=C(O)C(=O)N2CC2CCCO2)cc1 (stereo not given) | 5% | -1% | -3% | -25% | 7% | -10%
CCOC(=O)c1nnsc1NC(=O)Nc1ccc(OC)cc1 | -10% | -3% | -3% | 4.1µM* | -9% | 27%
COc1cc(C)nc(N2CCCC(C(=O)Nc3cccc(Cl)c3C)C2)n1 (stereo not given) | 24% | -1% | 7% | -10% | 4% | 17%
CC(=O)Nc1c([N+](=O)[O-])cc(C)c(Cl)c1[N+](=O)[O-] | 4% | 6% | -31% | ? | 10% | -8%
COc1ccc(NC(=O)CN(c2cc(C)cc(C)c2)S(=O)(=O)c2c(C)noc2C)cc1OC | -5%&-15% | -1% | -13% | ? | -1% | 12µM*
CC(NC(=S)Nc1ccccc1Cl)C(c1ccccc1)N1CCOCC1 (stereo not given) | -4% | 0% | 0% | ? | 3% | ?
COc1ccc(NC(=O)CSc2nc(C)cc(C)n2)cc1 | -17% | -6% | 5% | 8% | 0% | 74%[activator]
O=C1C2C(C(=O)N1CCc1ccccc1)C1C=CC2C12CC2 (stereo not given) | 17% | 1% | -20% | 17% | -5% | .
COc1nc(-c2ccc(Cl)cc2)ccc1-c1noc(-c2ccco2)n1 | -4% | 1% | 19% | 3% | 0% | ?
O=C(NC1CCCCC1)C(c1ccc(O)cc1)N(C(=O)c1cnccn1)c1cccc(F)c1 (stereo not given) | 15% | -7% | -16% | -2% | -9% | 18%
Cc1cc(OCc2cc(C(=O)O)oc2C)c2c3c(c(=O)oc2c1)CCCC3 | ? | 11% | 0% | 20% | -11% | ?
Cc1cc(C(=O)CN2C(=O)NC3(CCCCC3)C2=O)c(C)n1Cc1ccco1 | -13% | -4% | -11% | 56%[activator] | 3% | 4%
Cc1ccc(S(=O)(=O)NC(=O)COc2ccc(Cl)cc2Cl)cc1 | 12% | -1% | -11% | 13% | 6% | 24%
O=C(COc1ccc(Cl)cc1)NNC(=S)NCc1ccccc1 | 0% | -3% | 6% | ? | 0% | 27%
COc1ccc(N=NC2=C(O)CC(C)(C)CC2=O)cc1 | 0% | -4% | 0% | 6% | -7% | ?
O=c1cc(N2CCc3ccccc3C2)[nH]c(=O)n1Cc1ccc(F)cc1 | 24% | 2% | -1% | 1% | -2% | 102%[activator]
CCCN(CC(=O)Nc1ccccc1C)C(=O)c1cccc(S(=O)(=O)N2CCN(c3ccccc3)CC2)c1 | -9% | -10% | 3% | ? | . | ?
CC1(c2ccc(OC(F)F)cc2)NC(=O)N(CC(=O)N2c3ccccc3NC(=O)C2(C)C)C1=O (stereo not given) | 7% | -8% | -3% | ? | . | -46%
CC(C)CC(=O)OCc1cn(-c2ccccc2)nn1 | 16% | 1% | 2% | 62%[activator] | 0% | 47%[activator]
N/C(=N\OC(=O)/C=C/c1ccccc1)c1ccccc1 | ? | -5% | -2% | . | 14µM* | 5%
CSc1nc(N)c2c3c(sc2n1)COC(C(C)C)C3 (stereo not given) | -7% | -12% | -21% | . | 0% | 5.2µM*
Nc1cc([N+](=O)[O-])ccc1Nc1ccc(O)cc1 | 14% | -29% | ? | ? | -18% | 22%
O=S(=O)(NCc1ccc(F)cc1)c1cccc(S(=O)(=O)N2CCOCC2)c1 | 20% | ? | -2% | . | 0% | -21%
O=C(CNC(=O)c1cccc(F)c1)N/N=C/c1cccnc1 | 15% | 1% | 4% | 5% | 1% | -31%

Reprinted from the part before: 3 entries, followed by the next part.
Structure | HCV inh | TbPYK inhibitor | Sm TGR block | Pf growth 48h | LmPK inhibitor | Pf growth 96h
Nc1cc([N+](=O)[O-])ccc1Nc1ccc(O)cc1 | 14% | -29% | ? | ? | -18% | 22%
O=S(=O)(NCc1ccc(F)cc1)c1cccc(S(=O)(=O)N2CCOCC2)c1 | 20% | ? | -2% | . | 0% | -21%
O=C(CNC(=O)c1cccc(F)c1)N/N=C/c1cccnc1 | 15% | 1% | 4% | 5% | 1% | -31%
Cc1cc(C)c(O)c(-c2cc(C(=O)Nc3cccnc3)[nH]n2)c1 | ? | 1% | 8% | 2.9µM* | 2% | 2.9µM*
c1ccc(-c2nnnn2CCOCCn2nnnc2-c2ccccc2)cc1 | -5% | -3% | 18% | 17% | 0% | ?
COc1ccc(-n2nc(C(=O)NCC(=O)Nc3cccc(Cl)c3)c3ccccc3c2=O)cc1OC | ? | 3% | -24% | ? | -4% | ?
Cc1cc(C)n2nc(SCCC(=O)NCc3ccccc3)nc2n1 | 6% | -3% | 3% | 0% | 1% | ?
CC1(C(=O)NCC2CCCO2)Oc2cccnc2NC1=O (stereo not given) | 26% | 6% | 1% | 32%[activator] | -3% | ?
CCCCCCCCNC(=O)c1cccnc1SCC(=O)Nc1ccc(OC)cc1OC | ? | 0% | -13% | 6% | 0% | ?
O=C(COc1ccccc1O)Nc1ccccc1Cl | 1% | -2% | 0% | 75%[activator] | 0% | 0%
CN1CCN(C2=Cc3ccccc3Sc3cc(F)c(Cl)cc32)CC1 | 13µM* | 5% | 0% | 5.2µM* | 4% | ?
CCOC(=O)c1cc2ccc(OC(=O)c3ccco3)cc2oc1=O | 10% | -9% | -17% | -16% | ? | 27%
CC1(C)CC(=O)C2=C(C1)NCN(Cc1ccccc1)C2 | 7% | 4% | 2% | 25% | 0% | 34%[activator]
CCOc1nc(-c2ccncc2)nc2ccccc12 | ? | 4% | 2% | ? | -11% | ?
CC(C)(O)C(O)COc1c2ccoc2cc2oc(=O)ccc12 (stereo not given) | 36%[activator] | 7% | -8% | 18% | 2% | 37%[activator]
Cc1ccc2c(c1)c1c(n2CC(O)Cn2nc(C)c(Br)c2C)C(=O)CCC1 (stereo not given) | 7% | 5% | 3% | -2% | 5% | 38%[activator]
CCCCn1cc(C(=O)c2cc(Br)ccc2O)cc(C#N)c1=O | 11µM* | -11% | -23% | 1.7µM* | 2% | 2.1µM*
